High-throughput results: PubChem, NCI
NCI-60 one-dose screen, 48 h, at 10 µM unless noted. Numbers give growth in % (100 = growth as untreated, 0 = no growth, -100 = all killed).
COLO 205 – COLO 205 colon cancer | 79,000 compounds, 7.3% hits
HCT-116 – HCT-116 colon cancer; 82,000 compounds, 7.3% hits; AID 1794798
NCI-H460 – NCI-H460 lung cancer; 82,000 compounds, 6.8% hits
NCI-H226 – NCI-H226 lung cancer | 79,000 compounds, 3.5% hits | AID 1794732
HCT-15 – HCT-15 colon cancer; 82,000 compounds, 5.2% hits
NCI/ADR-RES – NCI/ADR-RES ovarian cells; 81,000 compounds, 4.4% hits; AID 1794790
NCI-H522 – NCI-H522 lung cancer; 78,000 compounds, 8% hits; AID 1794739
NCI-H322M – NCI-H322M lung cancer; 80,000 compounds, 2.7% hits
NCI-H23 – NCI-H23 lung cancer; 80,000 compounds, 4% hits; AID 1794731
* marks the source's active call; other numbers are inactive results; · = no result given; & = joins results of further samples. How the source made its calls: active means growth percent below 10; inactive means the rest. Outcome played no part in choosing rows; 12% or so of the library scored in one or more.

SMILES | COLO 205 | HCT-116 | NCI-H460 | NCI-H226 | HCT-15 | NCI/ADR-RES | NCI-H522 | NCI-H322M | NCI-H23
CC1(c2cc3cc(Br)ccc3oc2=O)NC(=O)c2c(/C=C/C(=O)OC3CC4CCC3(C)C4(C)C)cccc2N1 (stereo unspecified) | 89 | 54 | 74 | 76 | 83 | 74 | 68 | 81 | 79
CCOC(=O)c1cnc2cc(Cl)cc(Cl)c2c1Nc1cccc(S(=O)(=O)NC)c1 | 83 | 89 | 94 | 83 | 67 | 74 | 65 | 82 | 95
COc1ccc2c(c1)c(-c1cc(-c3cn(C)c4ccc(OC)cc34)on1)cn2C | 112 | 89 | 109 | 88 | 99 | 95 | 90 | 97 | 84
Oc1c(-c2nc(=S)[nH][nH]2)ccc2ccccc12 | 104 | 103 | 102 | 106 | 101 | 101 | 93 | 91 | 87
CCOC(=O)C(NC(C)=O)/C(C)=N\Nc1ccc([N+](=O)[O-])cc1[N+](=O)[O-] (stereo unspecified) | 102 | 98 | 113 | 102 | 105 | 100 | 72 | 93 | 96
O=C1NC(=S)N/C1=C\c1ccc(Cl)cc1Cl | 97 | 99 | 101 | 103 | 91 | 103 | · | 92 | 103
CCOc1ccc2nc(NCc3ccncc3)sc2c1 | · | 99 | 104 | 108 | 98 | 109 | 90 | 106 | 109
Cc1c(C(=O)/C=C/c2ccc(N(C)C)cc2)nnn1-c1ccc(F)cc1 | 101 | 97 | 109 | 90 | 91 | 94 | 88 | 104 | 97
COc1cc(-c2nc(SCCCCC(=O)NO)[nH]c(=O)c2C#N)cc(OC)c1OC | 118 | 90 | 56 | 101 | 97 | 111 | 102 | 98 | ·
COc1cc2nc(-c3ccc(-n4cncc4-c4ccc(N)cc4)cc3)sc2c(OC)c1OC | 53 | 48 | 57 | 67 | 42 | 58 | 63 | 62 | 81
S=c1nc2c(c(-c3ccccc3)c(-c3ccccc3)n2C2CCCCC2)c2n1CCN2 | 115 | 100 | 101 | 81 | 105 | 106 | 87 | 99 | 93
C=C[C@H]1[C@H](O[C@@H]2OC(CO)[C@@H](O)[C@H](O)C2OC(=O)c2c(O)cc(O)cc2-c2cccc(O)c2)OC=C2C(=O)OCC[C@H]21 (stereo partly specified) | 107 | 94 | 107 | 99 | 94 | 102 | 106 | 94 | 96
CCOC(=O)C1CCc2ccccc2C1=O (stereo unspecified) | 108 | 100 | 110 | 113 | 100 | 109 | 111 | 110 | 101
NS(=O)(=O)c1ccc(C(=O)O)cc1 | 103 | 98 | 109 | 107 | 110 | 111 | 92 | 103 | 101
COc1ccc(/C=C2\Oc3cc(OCCN4CCCC4)ccc3C2=O)cc1 | 106 | 92 | 100 | 102 | 95 | 101 | 100 | 95 | 93

Next part; the last three above are carried over.
SMILES | COLO 205 | HCT-116 | NCI-H460 | NCI-H226 | HCT-15 | NCI/ADR-RES | NCI-H522 | NCI-H322M | NCI-H23
CCOC(=O)C1CCc2ccccc2C1=O (stereo unspecified) | 108 | 100 | 110 | 113 | 100 | 109 | 111 | 110 | 101
NS(=O)(=O)c1ccc(C(=O)O)cc1 | 103 | 98 | 109 | 107 | 110 | 111 | 92 | 103 | 101
COc1ccc(/C=C2\Oc3cc(OCCN4CCCC4)ccc3C2=O)cc1 | 106 | 92 | 100 | 102 | 95 | 101 | 100 | 95 | 93
Cn1[nH]c(=O)[nH]c1=O | 112 | 102 | 103 | 93 | 104 | 107 | 96 | 95 | 97
CCN(CC)S(=O)(=O)c1ccc(-c2nc(C(Cl)Cl)nc3cc(-c4ccc(C)cc4)nn23)cc1 | 118 | 59 | 101 | 110 | 91 | 93 | 93 | 113 | 99
N#Cc1ccc(-c2nn(-c3ccc(C(=O)O)cc3)cc2CNc2ccc(Br)cc2)cc1 | 116 | 40 | 54 | 62 | 37 | 49 | 72 | 82 | 55
S=c1[nH]c2ccccc2c2[nH]c3ccccc3c12 | 110 | 101 | 106 | 87 | 105 | 111 | 91 | 107 | 93
CN(C)CCOC(=O)Oc1c(Cl)cc(Cl)c(Cl)c1[N+](=O)[O-] | 107 | 93 | 112 | 95 | 107 | 111 | 81 | 100 | 101
C=C(C)CNC(=O)OC(C)C | 116 | 103 | 103 | 104 | 110 | 110 | · | 115 | 110
Cc1ccc2[nH]c(O)c(N=NC(=O)Cc3c[nH]c4ccccc34)c2c1 | 104 | 92 | 96 | · | 89 | 98 | 86 | 93 | 92
BrC1(Br)CC1c1ccccc1 (stereo unspecified) | 110 | 95 | 102 | 93 | 100 | 108 | 107 | 112 | 107
Cc1cc(=O)c(C(=O)O)c(C)n1-c1ccccc1 | 112 | 93 | 102 | 97 | 99 | 96 | · | 104 | 102
CC1=C2C3OC(=O)C(C)C3CCC2(C)C=C(Cl)C1=O (stereo unspecified) | 103 | 113 | 104 | 85 | 98 | 99 | 96 | · | 100
Oc1ccc(-c2ccccc2)cc1Br | 113 | 96 | 99 | 105 | 108 | 104 | 86 | 109 | 106
O=C(O)C(C=C(Cl)Cl)N1CCOCC1 (stereo unspecified) | 111 | 104 | 112 | 106 | 106 | 110 | 103 | 104 | 104
CC1(C)N=C(N)N=C(N)N1c1ccc(OCC(=O)N2CCOCC2)cc1 | 109 | 101 | 66 | 107 | 104 | 107 | 88 | 90 | 106
O=C(/C=C/c1cn(Cc2ccc(Cl)cc2)c2ccccc12)c1ccc(F)cc1 | 101 | 54 | 49 | 78 | 55 | 65 | 49 | 83 | 91
O=C1/C(=C2\SC(=S)N(c3ccc(F)cc3)C2=O)SC(=S)N1c1ccc(F)cc1 | 105 | 107 | 106 | 93 | 99 | 99 | 96 | 100 | 102
CCOC(=O)c1ccc(NC(=O)CSc2nc3ccccc3c(=O)n2CCc2ccccc2)cc1 | 78 | 87 | 77 | 76 | 96 | 81 | 74 | 78 | 87
CCN(CC)c1ccc2c(C)cc(=O)oc2c1 | 109 | 104 | 110 | 88 | 103 | 87 | 97 | 104 | 95
O=C(Nc1cccc(Cl)c1)c1ccc(Cl)c(Cl)c1 | 111 | 72 | 92 | 77 | 84 | 86 | 71 | 102 | 80
Cc1ccc2nc(COc3ccc(C(=O)NNC(=S)Nc4ccccc4)cc3)[nH]c2c1 | 123 | 91 | 93 | 79 | 80 | 104 | 73 | 93 | 88
CC1(c2ccc(Cl)cc2)Nc2ccccc2-c2ccnn21 (stereo unspecified) | 108 | 79 | 101 | 94 | 95 | 90 | 86 | 99 | 87
CC1=C(CCC(C)N(C)Cc2ccc(OCCCN3CCCC3)cc2)C(C)(C)CCC1 (stereo unspecified) | -79* | 11 | 5.8* | 85 | -14* | 63 | -52* | 55 | 64
COc1ccc(-c2nnc(Cn3c(Cc4cccc5ccccc45)nc4ccccc43)o2)cc1 | 79 | 75 | 88 | 72 | 76 | 63 | 33 | 59 | 65
COC(=O)/C(CCC=C(C)C)=C1\[C@@H](OC(C)=O)C[C@@]2(C)[C@H]1CC(=O)[C@H]1[C@@]3(C)CC[C@H](NCc4ccccc4)[C@@H](C)[C@@H]3CC[C@@]12C | 60 | 73 | 89 | · | 72 | 88 | 108 | 103 | 93
Cc1ccc(S(=O)(=O)/C(=N\O)C(=O)c2ccc(-c3ccccc3)cc2)cc1 | 107 | 101 | 104 | 99 | 107 | 103 | 73 | 112 | 100
CN(C)Cc1cc(C(C)(C)C)cc(C2CCCCC2)c1O | 103 | 101 | 90 | 99 | 103 | 107 | 101 | 102 | 105
CCCCCCCCN1C(=O)[C@H]2Cc3c([nH]c4ccccc34)[C@H](C)N2C1=S | 124 | 100 | 105 | 96 | 101 | 101 | 84 | 97 | 97
CC(C)=CC(=O)C=C(C)C | 114 | 107 | 107 | 98 | 118 | 108 | 93 | 118 | 107
CCSc1nnc(-c2ccc3ccccc3c2O)n1-c1ccccc1 | 101 | 36 | 27 | 64 | 31 | 42 | 38 | 54 | 60
CCCCCCCCCCCCCCCCCCCCCCCCCCO | 110 | 103 | 106 | · | 98 | 108 | 103 | 98 | 105
COc1cc(-c2nc(Nc3nc4ccccc4s3)[nH]c(=O)c2C#N)cc(OC)c1O | 100 | 95 | 105 | 102 | 107 | 111 | 97 | 124 | 105

Fetched one by one from above, 5 records:
SMILES | COLO 205 | HCT-116 | NCI-H460 | NCI-H226 | HCT-15 | NCI/ADR-RES | NCI-H522 | NCI-H322M | NCI-H23
O=C(/C=C/c1cn(Cc2ccc(Cl)cc2)c2ccccc12)c1ccc(F)cc1 | 101 | 54 | 49 | 78 | 55 | 65 | 49 | 83 | 91
CCCCCCCCCCCCCCCCCCCCCCCCCCO | 110 | 103 | 106 | · | 98 | 108 | 103 | 98 | 105
O=C1/C(=C2\SC(=S)N(c3ccc(F)cc3)C2=O)SC(=S)N1c1ccc(F)cc1 | 105 | 107 | 106 | 93 | 99 | 99 | 96 | 100 | 102
O=C(O)C(C=C(Cl)Cl)N1CCOCC1 (stereo unspecified) | 111 | 104 | 112 | 106 | 106 | 110 | 103 | 104 | 104
CCN(CC)c1ccc2c(C)cc(=O)oc2c1 | 109 | 104 | 110 | 88 | 103 | 87 | 97 | 104 | 95

Later entries:
SMILES | COLO 205 | HCT-116 | NCI-H460 | NCI-H226 | HCT-15 | NCI/ADR-RES | NCI-H522 | NCI-H322M | NCI-H23
O=c1[nH]c(=S)[nH]c(=O)n1CCc1ccc(Cl)cc1 | 106 | 100 | 103 | 97 | 95 | 104 | 99 | 101 | 96
COc1ccc(-n2c(SCc3cc(OC)c(OC)c(OC)c3)nc3ccc(C)cc3c2=O)cc1 | 33 | 35 | 74 | 73 | 34 | 46 | 39 | 80 | 69
Nc1nc(-c2c(Cl)cccc2Cl)nn1-c1nc2ccccc2s1 | 119 | 118 | 107 | · | 97 | 102 | · | 100 | 97
COC(=O)c1[nH]c(=O)c(C#N)c(C(=O)OC)c1C(=O)c1ccc(Cl)c(Cl)c1 | 113 | 91 | 95 | 94 | 95 | 97 | 99 | 94 | 89
O=C(O)/C=C/c1ccccc1Br | 108 | 103 | 101 | 95 | 101 | 103 | 92 | 107 | 111
CN(C)/N=N/c1nc[nH]c1C(N)=O | 118&112&104 | 69&80&80 | 96&88&79 | 85&93&91 | 96&105&103 | 84&95&87 | 86&69 | 99&95 | 51&99&105
COc1ccc(C2CC(c3ccc(N)cc3)=NN2c2ccccc2)cc1 (stereo unspecified) | 117 | 85 | 102 | 105 | 96 | 110 | 72 | 99 | 100
COc1ccc2oc3c4[nH]c5ccccc5c4c4c(c3c2c1)C(=O)N(O)C4=O | 111 | 104 | 99 | 94 | 105 | 101 | 99 | 108 | 92
Cc1cc(Cl)ccc1N1C(=O)c2sc3nc4scc(-c5ccc(F)cc5)c4c(=O)n3c2C1=O | 143 | 95 | 126 | 91 | 111 | 94 | 80 | 103 | 102
CCOC(=O)CC(NC(=O)C(CC(=O)OCc1ccccc1)NC(=O)OCc1ccccc1)C(=O)OCC (stereo unspecified) | 109 | 109 | 104 | 93 | 97 | 106 | 89 | 94 | 105
O=C(NCC(O)CNC(=O)Nc1ccc(C2=NCC(O)CN2)cc1)Nc1ccc(C2=NCC(O)CN2)cc1 (stereo unspecified) | 112 | 94 | 103 | 107 | 97 | 104 | 95 | 96 | 107
CC1(C)CC[C@]2(C(=O)NCCCNCCCCNCCCN)CC[C@]3(C)C(=CC[C@@H]4[C@@]5(C)Cc6c([nH]c7ccccc67)C(C)(C)[C@@H]5CC[C@]43C)[C@H]2C1 | 115 | 65 | 97 | 72 | 85 | 93 | 80 | 101 | 84
